# Screening results: PubChem, National Center for Advancing Translational Sciences (NCATS)
# HTT cytoprotect: qHTS Multiplex Assay to Identify Dual Action Probes in a Cell Model of Huntington: Cytoprotection (ATP) | Potency, µM (series often up to 56.4 µM), without a hit: cytoprotection (ATP increase), most hits filed as activators | PC12 HTT-Q103 induced, cytoprotection, ATP luminescence, 40 h | 0.14% of 230,000 active;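 further: % of control where 0% means no effect; nearly all actives have a fitted effect of over 45% in size; toxic huntingtin expression switched on by the ecdysone agonist tebufenozide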
#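 PC12 cells stably carrying ecdysone-inducible Htt exon 1 (Q103)–GFP were induced with 100 nM tebufenozide (final) alongside library compounds in a dose series. Cytoprotection was scored as retained ATP by ATPlite luminescence.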
# aGal spleen mod: qHTS Assay for Inhibitors and Activators of Human alpha-Galactosidase From Spleen Homogenate | Alpha-galactosidase A (Homo sapiens), P06280 | AID 2107, 2009 | human spleen homogenate, 4MU-alpha-Gal fluorescence, 40 min | 0.008% of 240,000 active | Potency, µM (highest dose often 80 µM), inactives show at the highest dose activity change, negative = inhibition, usual class: inhibitors;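 further: 0% = enzyme with vehicle and -100% = no enzyme basal signal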
# Target sequence (P06280 32-429 limits assumed): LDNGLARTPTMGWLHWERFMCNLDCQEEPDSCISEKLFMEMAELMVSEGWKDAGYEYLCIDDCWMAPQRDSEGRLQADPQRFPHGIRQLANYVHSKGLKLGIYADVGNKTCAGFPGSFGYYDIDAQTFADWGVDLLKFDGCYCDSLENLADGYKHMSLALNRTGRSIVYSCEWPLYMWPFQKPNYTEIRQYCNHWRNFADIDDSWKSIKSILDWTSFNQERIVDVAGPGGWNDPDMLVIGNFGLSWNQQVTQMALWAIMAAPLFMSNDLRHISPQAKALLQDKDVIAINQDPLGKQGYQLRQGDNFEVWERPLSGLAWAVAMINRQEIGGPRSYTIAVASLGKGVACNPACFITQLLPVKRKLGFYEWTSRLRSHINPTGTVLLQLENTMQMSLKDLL
#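 qHTS titration in buffer at pH 5.0. Alpha-galactosidase activity in spleen homogenate was measured via 4-methylumbelliferone release from 1 mM fluorogenic substrate after 40 min at 37C and a pH 10 stop. AC50 came from Hill fits of control-normalized data.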
# GAA spleen mod: qHTS Assay for Inhibitors and Activators of Human alpha-Glucosidase From Spleen Homogenate; Potency, µM (titrated, usually from 79.9 µM), for the others: at the highest dose activity change, negative = inhibition, most hits filed as inhibitors; human spleen homogenate, 4-MU-alpha-glucoside fluorescence; Lysosomal alpha-glucosidase (Homo sapiens), P10253; 0.006% of 240,000 active;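 further: 0% = enzyme with vehicle and -100% = no enzyme basal signal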
#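 Human spleen homogenate (1 ug) incubated with compounds and 1 mM 4-methylumbelliferyl-alpha-D-glucopyranoside in pH 5.0 citrate/phosphate buffer, 37 C, 40 min. Stopped at pH 10; 4-MU fluorescence (Ex 365/Em 440 nm); AC50 by Hill fit.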
# Tau fluor cs: Counterscreen qHTS for Inhibitors of Tau Fibril Formation, Fluorescence Polarization | tau K18 P301L Alexa594 fluorescence, heparin fibrillization | Potency, µM (highest dose often 57.7 µM), without a hit: at the top dose activity change, negative = decrease | 0.93% of 280,000 active | AID 1463, 2008; further: on the % scale 0 is the no-effect control and ±100 the full control effect; nearly all actives have a fitted effect of over 55% in size
#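 Human K18 P301L tau (15 uM unlabeled plus 0.24 uM Alexa 594-labeled, final) in 100 mM sodium acetate pH 7 was mixed with compound and 20 uM heparin and incubated 6 hr at 37 C.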
# Tau fibril FP: qHTS for Inhibitors of Tau Fibril Formation, Fluorescence Polarization. K18 P301L tau heparin fibrillization, Alexa594 FP, 6 h. Potency, µM (doses to about 57.7 µM), for inactives: top-dose activity, negative = inhibition, hits mostly inhibitors. 0.39% of 280,000 active; further: on the % scale 0 is the no-effect control and ±100 the full control effect; nearly all actives have a fitted effect of over 55% in size
# Target sequence (P10636 561-689 P618L limits assumed): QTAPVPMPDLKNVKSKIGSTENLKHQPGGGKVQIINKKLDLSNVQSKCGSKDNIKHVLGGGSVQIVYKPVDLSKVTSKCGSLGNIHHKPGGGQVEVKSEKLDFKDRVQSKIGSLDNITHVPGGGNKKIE
#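 Steps: dispense K18 P301L tau (15 uM plus 0.24 uM Alexa 594 tracer, final) in pH 7 sodium acetate; add compound; add heparin (20 uM final); incubate 6 hr, 37 C; add ThT (30 uM final); after 1 hr ambient, read FP.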
# GAA glycogen mod: qHTS Assay for Inhibitors and Activators of Human alpha-Glucosidase Cleavage of Glycogen | Lysosomal alpha-glucosidase (Homo sapiens), P10253 | Potency, µM (highest dose often 76.4 µM), inactives show top-dose activity change, negative = inhibition, actives largely listed as inhibitors | recombinant GAA, glycogen substrate, Amplex Red glucose oxidase fluorescence | 0.38% of 300,000 active;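 further: 0% = full enzyme reaction and -100% = no-enzyme basal signal; the screen sought inhibitors and activators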
#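 Recombinant human alpha-glucosidase (4 nM final) hydrolysed bovine liver glycogen (30 ug) for 40 min at 37 C in pH 5.0 citrate/phosphate with 0.01% Tween-20. Released glucose detected by glucose oxidase/Amplex Red, Ex 573/Em 610 nm. Compounds up to 77 uM; AC50 from Hill fits.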
# Tau ThT inhib: qHTS for Inhibitors of Tau Fibril Formation, Thioflavin T Binding; Microtubule-associated protein tau (Homo sapiens), P10636; recombinant tau K18 P301L (four-repeat tau fragment), heparin-induced fibrillization, ThT fluorescence; Potency, µM (doses to about 57.4 µM), inactives show top-dose activity, negative = inhibition, most hits filed as inhibitors; 2.1% of 270,000 active; further: on the % scale 0 is the no-effect control and ±100 the full control effect; nearly all actives have a fitted effect of over 55% in size
#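 Heparin-induced fibrillization of the P301L-mutant K18 repeat-domain fragment of human tau was followed by ThT binding in quantitative high-throughput format.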
# GAA inhib: qHTS Assay for Inhibitors of Human alpha-Glucosidase as a Potential Chaperone Treatment of Pompe Disease; Lysosomal alpha-glucosidase (Homo sapiens), P10253; 0.005% of 200,000 active; Potency, µM (highest dose often 76.9 µM), inactives show at the highest dose activity change, negative = inhibition, most hits filed as inhibitors; purified human GAA, 4-MU-alpha-glucoside fluorescence;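 further: plate controls were uninhibited enzyme wells for no effect and no-enzyme background for full effect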
#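 Endpoint fluorogenic read: 20 min room-temperature reaction of 4 nM human alpha-glucosidase with 400 uM 4-methylumbelliferyl-alpha-D-pyranoside, pH 5.0, quenched with 1M NaOH/1M glycine pH 10. AC50 from Hill modeling.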
# * marks the source's active call; other numbers are inactive results; u = inconclusive; x = not tested or not shown; [ ] = remark or other dose. The call rests on the fitted dose curve; in most records, active means well fitted curve in the direction sought with a large enough effect; inconclusive means small, poorly fitted or top-dose-only effect, or another doubt; inactive means no such curve, though single readings can be large; an effect the other way counts as inactive or inconclusive. Potency means the concentration at half of the fitted maximal effect. Hits appear at their usual frequency; 3.3% or so of the library scored in one or more.
SMILES,HTT cytoprotect,aGal spleen mod,GAA spleen mod,Tau fluor cs,Tau fibril FP,GAA glycogen mod,Tau ThT inhib,GAA inhib
Nc1nc(SCn2nnc3ccccc3c2=O)n[nH]1,-44%[inhibitor],8%,6%,-1%,-2%,-4%,-3%,-1%
Cc1c(C#N)c(NC(=O)c2cccc(Cl)c2)n(Cc2ccccc2)c1C,-7%[10 µM],-2%,-1%,-4%,4%,-1%,6%,-13%
O=C1Nc2ccc(F)cc2C12Nc1ccccc1-c1nnc(SCc3ccccc3Cl)nc1O2 (configuration not stated),-4%,4%,1%,u,u,-14%,28µM*,-9%
COc1ccc(C(=O)CSc2nnc(CNC(=O)c3ccco3)n2C)cc1,10%[10 µM],7%,0%,2%,4%,-5%,-4%,u
COc1ccc(OC)c(C(=O)c2ccc(C(=O)Nc3ccccc3)cc2)c1,-19%[10 µM],-3%,-7%,-17%,-10%,7%,-2%,7%
Cc1ccccc1OCC(=O)NC1=NCCS1,-6%,-2%,-6%,-9%,-5%,-3%,-10%,0%
CCCCn1c(N)c(NCc2ccccc2OC)c(=O)[nH]c1=O,-3%,4%,4%,-4%,-5%,u,-9%,6%
Cc1ccc(OCc2nc(C#N)c(N3CCCC3)o2)cc1,19%[10 µM],-3%,-3%,4%,3%,-3%,6%,0%
COc1cccc(OCCCCn2c(-c3ccc(Cl)cc3)nc3ccccc3c2=O)c1,x,x,x,-10%,-10%,-7%[76.3 µM],1%,x
O=C(Nc1cccc(-c2cn3ccsc3n2)c1)c1ccccc1,-95%[inhibitor][10 µM],-3%,2%,-13%,1%,-9%,-4%,1%
Cc1ccc(OCCOCCn2ccnc2)c(Br)c1,-23%,1%,-7%,-2%,4%,7%,-5%,1%
CCCOc1ccc(C(=O)NCCC(=O)NCCCC(=O)O)cc1,0%[10 µM],0%,3%,-2%,-2%,10%,-5%,x
CCOc1ccc(N(C)S(=O)(=O)c2ccc3[nH]cc(C(=O)NCCOC)c(=O)c3c2)cc1,-27%,-2%,-14%,u,u,-16%,-3%,u
Cc1ccc(NC(=O)CN2C(=O)COc3ccc(S(=O)(=O)N4CCCCCC4)cc32)cc1Cl,x,x,x,u,-19%,-5%[76.3 µM],-6%,x
Cc1cccc(NC(=O)c2oc3ccccc3c2NC(=O)Cc2coc3cc(C)cc(C)c23)c1,x,x,x,-16%,u,0%[76.3 µM],-1%,x
CCS(=O)(=O)N1CCC(C(=O)NCc2ccc(OC)cc2OC)CC1,30%,12%,5%,-2%,-2%,7%,-2%,-1%
COc1cc(/C=N/NC(=S)Nc2cccc(C(=O)O)c2)cc(OC)c1OC,-1%[10 µM],-2%,-1%,-7%,2%,-27%,u,-13%
COCCCNc1c2c3c(cccc3[nH]c1=O)C(=O)c1ccccc1-2,-40%[inhibitor],3%,-9%,u,2%,4%,u,-6%
CCCCCc1cc(=O)oc2c(C(CCN3CCCC3)c3ccc(N(C)C)cc3)c(OC)cc(OC)c12 (configuration not stated),-24%[10 µM],0%,-8%,-16%,1%,-3%,u,x
CCOC(=O)C1CCCN(c2c(NCCCN(C)c3ccccc3)c(=O)c2=O)C1 (configuration not stated),-9%,-10%,-3%,-12%,5%,17%,-6%,2%
Cn1c2ccccc2n2c(=O)cc(-c3ccccc3)c(C#N)c12,-5%[10 µM],-3%,4%,-9%,1%,-3%,-6%,10%
O=C1CC(C(=O)Nc2ccc(Br)cc2)S/C(=N\N=C\c2ccco2)N1 (configuration not stated),-12%[10 µM],-8%,2%,8%,u,-2%,x,x
CN(CC(=O)Nc1cccc(C#N)c1)Cc1ccc(Cl)cc1,-7%,3%,2%,-10%,-1%,1%,5%,u
COc1ccccc1CC(=O)N1CCN(c2ccccn2)CC1,25%,-8%,0%,-1%,1%,9%,8%,-4%
O=C1NC(=S)N(C(=O)c2ccc(F)cc2)/C1=C/c1ccccc1,-8%[10 µM],-3%,-4%,0%,8%,-2%,6%,-10%

# Compound profiles, as listed above.
# `Cc1ccc(OCCOCCn2ccnc2)c(Br)c1` is listed with HTT cytoprotect: -23%; aGal spleen mod: 1%; GAA spleen mod: -7%; Tau fluor cs: -2%; Tau fibril FP: 4%; GAA glycogen mod: 7%; Tau ThT inhib: -5%; GAA inhib: 1%
# `CCCCCc1cc(=O)oc2c(C(CCN3CCCC3)c3ccc(N(C)C)cc3)c(OC)cc(OC)c12` (configuration not stated) is listed with HTT cytoprotect: -24%[10 µM]; aGal spleen mod: 0%; GAA spleen mod: -8%; Tau fluor cs: -16%; Tau fibril FP: 1%; GAA glycogen mod: -3%; Tau ThT inhib: u; GAA inhib: x

# Already shown: 2 of the compounds above.
SMILES,HTT cytoprotect,aGal spleen mod,GAA spleen mod,Tau fluor cs,Tau fibril FP,GAA glycogen mod,Tau ThT inhib,GAA inhib
COc1ccccc1CC(=O)N1CCN(c2ccccn2)CC1,25%,-8%,0%,-1%,1%,9%,8%,-4%
O=C1NC(=S)N(C(=O)c2ccc(F)cc2)/C1=C/c1ccccc1,-8%[10 µM],-3%,-4%,0%,8%,-2%,6%,-10%

# (further entries)
SMILES,HTT cytoprotect,aGal spleen mod,GAA spleen mod,Tau fluor cs,Tau fibril FP,GAA glycogen mod,Tau ThT inhib,GAA inhib
N#Cc1nc(COc2cccc(Cl)c2)oc1N1CCCC1,-27%,0%,5%,-27%,-7%,-32%,u,3%
CCOc1ccccc1N/C=C(\C#N)c1nc2ccccc2n1C,-30%,-2%,1%,-19%,3%,4%,-10%,0%
COc1ccc(C(=O)NNC(=O)OC(C)(C)C)cc1,-2%[10 µM],0%,1%,-1%,0%,3%,x,x
CC(C)CC(c1nnnn1Cc1ccc2c(c1)OCO2)N1CCC(C(N)=O)CC1 (configuration not stated),14%[10 µM],-5%,-1%,0%,-5%,4%,-2%,13%
C=CCn1c(=O)c2ccccc2n2c(SCC(=O)Nc3sc(C)c(CC)c3C(=O)OCC)nnc12,-7%[10 µM],-5%,-2%,-6%,-1%,-8%,-8%,-4%
CCOc1ccc(CNC(=O)c2ccc3c(Cl)c4c(nc3c2)CCCC4)cc1,x,x,x,-9%,4%,12%[76.3 µM],-13%,x
COc1ccc(N2CCN(C(=O)c3nc(SC)ncc3Cl)CC2)cc1,x,x,x,-10%,3%,8%[76.3 µM],-8%,x
CCCC(=O)OCC(=O)Nc1cc(Cl)ccc1[N+](=O)[O-],7%[10 µM],4%,9%,-5%,5%,-6%,-1%,2%
CCN1CCN(c2nc3c(c(=O)[nH]c(=O)n3C)n2CCCc2ccccc2)CC1,12%[10 µM],0%,9%,-1%,6%,22%,-2%,8%
O=C(N/N=C/c1cccs1)c1c[nH]c2ccccc12,5%[10 µM],-5%,-4%,-26%,-4%,-3%,-10%,-21%
Cc1cc(C)n2nc(-c3ccco3)nc2n1,-29%,6%,7%,-8%,1%,8%,-2%,6%
COc1ccc(C/C(N)=N/OC(=O)c2ccc(Cl)cc2)cc1,1%,4%,-5%,-11%,-6%,-1%,-12%,4%
O=C(C1CCN(S(=O)(=O)Cc2ccccc2)CC1)N1CCN(c2ccccc2F)CC1,x,x,x,-5%,3%,7%[76.3 µM],6%,x
FC(F)Oc1ccc(NC(=S)Nc2ccc3cn[nH]c3c2)cc1,3%[10 µM],2%,-1%,u,-4%,u,u,-1%[15.4 µM]
CCOC(=O)CC1ON(C)C(=O)N1c1ccc([N+](=O)[O-])cc1 (configuration not stated),13%,-9%,7%,-18%,6%,3%,-9%,-3%
Cn1c(N)c(C#N)c(C#N)c1-c1ccccc1,-132%[inhibitor],1%,4%,5%,7%,-5%,6%,-3%
O=c1/c(=C/c2ccco2)sc2nc(-c3ccccc3Br)nn12,-6%,2%,-5%,-28%,u,-2%,u,2%
Cc1cc(Nc2ccc(Cl)cc2)nc(NCc2ccccc2)n1,x,0%,-10%,18µM*[quencher],u,6%,-18%,-1%
O=[N+]([O-])c1ccccc1S(=O)(=O)N1CCN(Cc2ccc3c(c2)OCO3)CC1,x,3%,4%,-12%,0%,-10%,2%,-2%
CCCCCC(=O)NC(=S)Nc1cccc(-c2nc3ncccc3o2)c1,5%[10 µM],-16%,-5%,-11%,u,1%,2%,x
CC(C)NC(=O)C12CC3CC(C1)CC(n1cnc(Cl)n1)(C3)C2,5%,5%,5%,-4%,2%,8%,-6%,-1%
Cc1ccc(O)c(CCc2ccc(O)cc2)n1,-15%[10 µM],-13%,-6%,-5%,-11%,-7%,-7%,-3%
C[C@H](NC(=O)c1nc[nH]c1C(=O)NC(c1ccccc1)c1ccccc1)C(=O)OCc1ccccc1,-21%[10 µM],4%,-5%,u,u,-14%,-5%,x
